BAZ2B block: inhibitors of human BAZ2B bromodomain | AlphaScreen BAZ2B-H3K14Ac peptide displacement | AID 504333 | Potency, µM (top dose mostly 114 µM), for the others: at the highest dose activity change, negative = inhibition, hits mostly inhibitors | 360,000 compounds, 4.4% hits; further: on the % scale 0 is the no-effect control and ±100 the full control effect; nearly all actives have a fitted effect of over 60% in size
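In this displacement format the biotinylated H3(5-23) peptide acetylated at Lys14 serves as ligand at 50 nM, with BAZ2B at 50 nM in PBS pH 7.4 containing 0.01% Tween-20. Donor and acceptor beads are 10 ug/mL final.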
APE1 inh: inhibitors of human APE1 endonuclease. recombinant APE1, TAMRA/BHQ-2 abasic DNA cleavage fluorescence. Potency, µM (doses to about 65.8 µM), inactives show at the top dose activity change, negative = inhibition, most hits filed as inhibitors. 350,000 compounds, 0.35% hits. AID 2517;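 further: plate controls were vehicle for no effect and reference inhibitor for full effect; nearly all actives have a fitted effect of over 55% in size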
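Step 1: APE1 (0.75 nM) with compound, 15 min RT. Step 2: add 50 nM fluorophore/quencher THF duplex. Step 3: three fluorescence reads 60 s apart (525/598 nm); read 3 minus read 1 = reaction progress.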
POLB inh: blocks human DNA polymerase beta activity. 340,000 compounds, 1.3% hits. Pol beta primer extension/strand displacement, fluorescence kinetic. Potency, µM (highest dose often 114 µM), without a hit: at the top dose activity change, negative = inhibition, usual class: inhibitors; further: on the % scale 0 is the no-effect control and ±100 the full control effect
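Pol beta (10 nM) and compounds were preincubated 15 min at room temperature, then 50 nM substrate (final) started primer extension/strand displacement. Reads were taken at 0 and 10 min; concentration-response data were fitted to a four-parameter Hill equation.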
POLH inh: DNA polymerase eta (human) inhibition; Q9Y253; recombinant Pol eta, fluorescent DNA replication assay; Potency, µM (highest dose often 114 µM), for inactives: at the highest dose activity change, negative = inhibition, usual class: inhibitors; 390,000 compounds, 1.2% hits; further: on the % scale 0 is the no-effect control and ±100 the full control effect
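Fluorescent replication assay: 50 nM final substrate added after a 15 min room-temperature compound preincubation with 10 nM enzyme. Signal taken at 0 min and again at 10 min.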
BLM inh: inhibitors of human Bloom syndrome helicase BLM; 350,000 compounds, 0.2% hits; recombinant BLM DNA unwinding, fluorescence dequenching; AID 2528; Potency, µM (doses to about 56.1 µM), without a hit: at the top dose activity change, negative = inhibition, hits mostly inhibitors;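 further: plate controls were vehicle for no effect and no enzyme for full effect; nearly all actives have a fitted effect of over 35% in size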
Target sequence (P54132 whole entry, looked up): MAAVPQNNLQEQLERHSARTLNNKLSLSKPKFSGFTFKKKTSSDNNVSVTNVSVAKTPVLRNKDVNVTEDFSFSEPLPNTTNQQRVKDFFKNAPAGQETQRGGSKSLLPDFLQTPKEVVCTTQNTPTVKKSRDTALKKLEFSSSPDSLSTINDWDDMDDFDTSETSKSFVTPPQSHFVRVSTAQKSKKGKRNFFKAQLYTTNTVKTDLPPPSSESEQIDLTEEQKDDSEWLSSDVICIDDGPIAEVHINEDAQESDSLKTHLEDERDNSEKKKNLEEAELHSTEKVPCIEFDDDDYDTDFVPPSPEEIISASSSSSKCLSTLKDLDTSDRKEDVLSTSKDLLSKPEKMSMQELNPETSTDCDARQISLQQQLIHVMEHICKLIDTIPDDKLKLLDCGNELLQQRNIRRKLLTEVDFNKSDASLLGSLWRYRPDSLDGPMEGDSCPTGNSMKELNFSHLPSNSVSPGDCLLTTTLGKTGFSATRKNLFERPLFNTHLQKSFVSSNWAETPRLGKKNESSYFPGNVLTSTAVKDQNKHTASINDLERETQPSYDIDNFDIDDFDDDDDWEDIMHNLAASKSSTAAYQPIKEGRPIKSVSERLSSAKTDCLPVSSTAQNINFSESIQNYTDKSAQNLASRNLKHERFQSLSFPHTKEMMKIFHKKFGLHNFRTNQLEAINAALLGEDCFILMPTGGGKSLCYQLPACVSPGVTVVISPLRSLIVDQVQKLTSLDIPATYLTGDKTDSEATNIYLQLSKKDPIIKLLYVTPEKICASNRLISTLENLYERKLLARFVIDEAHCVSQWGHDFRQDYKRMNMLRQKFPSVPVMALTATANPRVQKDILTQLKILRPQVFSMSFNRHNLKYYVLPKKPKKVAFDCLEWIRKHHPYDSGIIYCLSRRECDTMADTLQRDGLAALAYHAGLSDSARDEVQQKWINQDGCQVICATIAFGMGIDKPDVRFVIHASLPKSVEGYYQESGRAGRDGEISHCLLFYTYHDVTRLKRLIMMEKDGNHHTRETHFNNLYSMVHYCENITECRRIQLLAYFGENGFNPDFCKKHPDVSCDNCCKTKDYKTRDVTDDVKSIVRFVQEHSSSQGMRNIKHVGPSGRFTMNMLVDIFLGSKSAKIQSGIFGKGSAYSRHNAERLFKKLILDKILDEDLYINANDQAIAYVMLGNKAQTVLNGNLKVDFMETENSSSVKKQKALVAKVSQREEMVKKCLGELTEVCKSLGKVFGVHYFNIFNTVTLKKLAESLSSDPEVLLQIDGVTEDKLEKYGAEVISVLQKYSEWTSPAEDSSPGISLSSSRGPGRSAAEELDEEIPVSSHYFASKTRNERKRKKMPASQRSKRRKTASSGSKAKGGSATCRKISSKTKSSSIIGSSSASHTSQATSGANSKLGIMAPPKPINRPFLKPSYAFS
POLI inh: blocks human DNA polymerase iota activity | Pol iota fluorescent replication assay, 10 min | Potency, µM (series often up to 115 µM), for the others: at the highest dose activity, negative = inhibition, hits mostly inhibitors | 390,000 compounds, 1% hits | AID 588590
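Fluorescent replication assay read twice, at 0 min and 10 min after adding 50 nM (final) substrate. Enzyme (10 nM) and compounds were first incubated 15 min at room temperature; enzyme-free buffer wells were negative controls.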
Anesthetic bind: binds horse apoferritin like a general anesthetic | AID 485281 | 350,000 compounds, 0.074% hits | Potency, µM (highest dose often 77.5 µM), for the others: at the highest dose activity change, negative = displacement, hits mostly inhibitors | apoferritin/1-aminoanthracene competitive binding, fluorescence; further: on the % scale 0 is the no-effect control and ±100 the full control effect; nearly all actives have a fitted effect of over 20% in size
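Read-out: endpoint 1-AMA fluorescence, excitation 380 nm and emission 535 nm, after compounds sit 10 min at room temperature with 10 uM horse-spleen apoferritin in 50% saturated 1-AMA/PBS. Values come from four-parameter Hill fits.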
G9a inh: blocks human histone lysine methyltransferase G9a | Potency, µM (series often up to 102 µM), for inactives: at the top dose activity, negative = inhibition, most hits filed as inhibitors | AID 504332 | G9a H3K9 monomethylation, AlphaScreen, 2 h | 350,000 compounds, 8.8% hits; further: on the % scale 0 is the no-effect control and ±100 the full control effect; nearly all actives have a fitted effect of over 75% in size
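Readings reflect AlphaScreen signal from monomethyl-H3K9 antibody detection. HMT at 20 nM; substrate b-H3K9 500 nM; cofactor SAM 20 uM; 2 h RT reaction; compounds tested as titrations in qHTS with 15 min preincubation.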
Pol kappa inh: inhibitors of human DNA polymerase kappa | Potency, µM (highest dose often 107 µM), for inactives: at the top dose activity, negative = inhibition, most hits filed as inhibitors | 400,000 compounds, 0.53% hits | purified Pol kappa, fluorescent DNA synthesis assay, 10 min; further: on the % scale 0 is the no-effect control and ±100 the full control effect
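Readout: fluorescence, taken kinetically at 0 and 10 min. Conditions: 10 nM Pol kappa, 15 min RT compound preincubation, 50 nM substrate final. Controls: enzyme-free buffer wells.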
Starred values were filed as active, the others as inactive; ? = inconclusive; nt = no result given; [ ] = dose if it differs, or a comment. The call rests on the fitted dose curve; in most records, active means well fitted curve in the direction sought with a large enough effect; inconclusive means small, poorly fitted or top-dose-only effect, or another doubt; inactive means no such curve, though single readings can be large; an effect the other way counts as inactive or inconclusive. Potency means the concentration at half of the fitted maximal effect.

Each structure is followed by: BAZ2B block | APE1 inh | POLB inh | POLH inh | BLM inh | POLI inh | Anesthetic bind | G9a inh | Pol kappa inh
N#Cc1cccc(-c2nc3cnc(N4CCNCC4)nc3n(C3CC3)c2=O)c1
 : nt | -2% | nt | nt | -3% | nt | nt | -22%[12.7 µM] | -10%[60.1 µM]
COc1ccc(NC(=O)C2C3CCC(O3)C2C(=O)O)c(C)c1 (centres undefined)
 : -4% | -4% | 14% | -8% | -4% | -8% | -6% | 16% | 14%
CCOc1ccc(OCCCC(=O)N(C)CC(=O)Nc2ccccc2Br)cc1
 : nt | -12% | nt | -27% | nt | 62%[activator] | nt | nt | -16%
O=C(COC(=O)c1ccccc1Cc1ccccc1)Nc1ccc(SC(F)F)cc1
 : 5% | -10% | 23% | -16% | -15% | 3% | -6% | 20%[59 µM] | -11%
CN(Cc1ccccc1)C(=O)c1nc[nH]c1C(=O)N1CCN(C(=O)OC(C)(C)C)CC1
 : 8% | 1% | nt | -20% | nt | 29% | nt | -1%[2.33 µM] | -10%
CCOC(=O)C(C)Oc1cccc2c(=O)n(CC(=O)NCc3ccc4c(c3)OCO4)ccc12 (centres undefined)
 : 8% | 14% | -14% | -7% | 3% | -13% | -21% | -80% | -6%
O=S(=O)(c1ccc2c(c1)CCN2)N1CCCC1
 : 10% | -4% | nt | -2% | nt | ? | nt | 16%[59 µM] | -38%
CC1(C)NC(=O)N(CC(O)CN2CCOCC2)C1=O (centres undefined)
 : -5% | 0% | 9% | 2% | -1% | 3% | -1% | 7%[12.7 µM] | -17%
COc1ccccc1CNC(=O)CCc1c(C)nn(-c2ccc(N3CCCC3)nn2)c1C
 : -19% | nt | -28% | -15% | 2% | 27% | -2% | -1%[59 µM] | 15%
Cc1ccc(N2CC(C(=O)Nc3nnc(SCC(=O)NCC4CCCO4)s3)CC2=O)cc1C (centres undefined)
 : -7% | -14% | 1% | ? | -8% | -7% | -16% | 40µM* | -4%
Cc1cccc(N2CCN(C(=O)COc3ccc4ccc(=O)oc4c3)CC2)c1C
 : -19%[57.1 µM] | 23% | -27% | -26% | -3% | 16% | ? | -4% | -4%
O=C(NC(Cc1ccccc1)C(=O)O)/C(=C/c1ccc([N+](=O)[O-])cc1)NC(=O)c1ccco1 (centres undefined)
 : 8% | 3% | -2% | -5% | 3% | -15% | 5% | ? | -14%
O=C(Nc1ccc(C(=O)NCC2CCN(Cc3ccccc3F)CC2)cc1)C1=CSCCO1
 : -5% | -5% | 4% | 1% | 4% | -6% | -8% | -21% | 1%
CC1Sc2ccc(S(=O)(=O)N3CCN(c4cccc(Cl)c4)CC3)cc2NC1=O (centres undefined)
 : ? | -9% | 16% | -14% | -11% | -8% | -8% | 2%[0.501 µM] | -17%
COCC(=O)Nc1c(I)c(C(=O)NCC(O)CO)c(I)c(C(=O)N(C)CC(O)CO)c1I (centres undefined)
 : nt | 4%[21 µM] | nt | -11% | nt | 7% | nt | nt | 14%

(further entries)
Each structure is followed by: BAZ2B block | APE1 inh | POLB inh | POLH inh | BLM inh | POLI inh | Anesthetic bind | G9a inh | Pol kappa inh
CCCCn1c(N)c(N(CC(C)C)C(=O)CSCC(=O)Nc2ccc(C)cc2)c(=O)[nH]c1=O
 : -3% | 5% | nt | -11% | nt | 3% | nt | ? | -4%
Cc1cccc(N2CCN(C(=O)C3CCN(S(=O)(=O)c4ccc5c(c4)oc(=O)n5C)CC3)CC2)c1C
 : -11% | nt | 9% | 0% | -6% | 10% | 7% | -20%[59 µM] | -7%
COc1ccc(C2c3c(-c4cc(Cl)c(C)cc4O)n[nH]c3C(=O)N2Cc2cccnc2)cc1OC (centres undefined)
 : -9% | 0% | -19% | -14% | -1% | 13% | 4% | -30%[12.7 µM] | -12%
CCc1ccc(-c2[nH]c3c(c2-c2sc(C)c(C(=O)OC)c2O)c(=O)[nH]c(=O)n3C)cc1
 : -12% | nt | 1% | nt | -7% | 10% | ? | -9%[59 µM] | 1%
c1ccn2cc(CSc3nnc4ccccn34)nc2c1
 : -28% | 8% | 1% | -11% | 0% | 25% | -6% | -31%[59 µM] | -3%
Nc1nonc1-n1nnc(C(=O)N/N=C/c2cccc(Cl)c2)c1-c1cccs1
 : -6% | -20% | 24% | -6% | -9% | -14% | -20% | 9%[0.0925 µM] | -14%
COc1ccc(CCC(=O)OCC(=O)Nc2sccc2C(N)=O)cc1OC
 : nt | 4% | nt | -4% | nt | -7% | nt | nt | -19%
COCCCNCCOc1ccc(C)cc1[N+](=O)[O-]
 : ? | 2% | 9% | -15% | -11% | 2% | 6% | 14µM* | -1%
OCC1CCCN(C(=S)Nc2ccc(Nc3ccccc3)cc2)C1 (centres undefined)
 : ? | 1% | -3% | -19% | -4% | -29% | ? | 18µM* | -12%
CCOC(=O)CCn1c(=O)c2cccn2c2cccnc21
 : 0% | nt | -2% | nt | -3% | 19% | -1% | 14%[59 µM] | -3%
O=C(N/N=C/c1ccc(OC(F)F)cc1)c1ccc(Br)cc1
 : 1% | -2% | 79µM* | -14% | -11% | -14% | 1% | 4%[59 µM] | -3%
Cc1ccc(C)c(NC(=O)Cn2nnc(C(=O)Nc3c(C)cccc3C)c2N)c1
 : -18% | -3% | -22% | -4% | 0% | 12% | ? | 10% | -2%
O=C(NC1CCN(S(=O)(=O)c2ccc(F)cc2)CC1)c1ccc(F)cc1
 : -14% | 51%[activator] | 1% | -16% | 0% | 7% | 23% | 17% | -20%
COc1ccc(OC)c(/C=N/NC(=O)c2csc3ccccc23)c1
 : -5%[57.1 µM] | -3% | 3% | ? | -11% | 8% | 105%[activator] | 18% | -20%
CN(C)S(=O)(=O)c1cccc(NC(=O)COC(=O)c2ccc(Br)o2)c1
 : -28%[57.1 µM] | 0% | -7% | -13% | -3% | 14% | -21% | 39%[0.501 µM] | -12%

Continued:
Each structure is followed by: BAZ2B block | APE1 inh | POLB inh | POLH inh | BLM inh | POLI inh | Anesthetic bind | G9a inh | Pol kappa inh
CCc1ccc(/C=C2\SC(=S)N(CCCC(=O)Nc3ccccn3)C2=O)cc1
 : 10µM* | -1% | 4% | -30% | -10% | 3% | -13% | 2%[0.501 µM] | -6%
COc1cc(OC)cc(C(=O)NCC(=O)OCC(=O)N2CCc3ccccc32)c1
 : 3% | 1% | 3% | -12% | -4% | 7% | ? | 7% | -7%
CCOC(=O)C1=C(N)OC2=C(C(=O)CC(C)(C)C2)C1c1ccccc1OC (centres undefined)
 : -15% | 0% | -1% | 9% | 0% | 0% | -10% | nt | -24%
CNc1ccc(Br)cc(C(=O)/C=C/c2cccc(OC)c2)c1=O
 : 45µM* | ? | -24% | 16µM* | -29% | ? | -12% | 7.9µM* | ?
COC(=O)Nc1ccc(C)cc1NC(=O)OC
 : -5% | -3% | 1% | 2% | -4% | 39%[activator] | -3% | -16% | -1%
COc1ccc(NC(=O)Cn2c(=O)n(CCC(=O)NCc3ccccc3OC)c(=O)c3ccccc32)cc1Cl
 : -21% | nt | 2% | 1% | -4% | 7% | -11% | -22%[59 µM] | -29%
CC(C)(C)c1ccc(OCC(=O)NCc2ccco2)c(Br)c1
 : -30% | -2% | ? | 45µM* | -11% | ? | ? | ? | -23%
O=C1C=C(c2ccc(Cl)cc2)C(=O)N1Nc1ccccc1
 : -1% | 1% | 10% | -7% | -6% | 8% | ? | 7.9µM* | -10%
COc1ccc(CN=C2NN=C(c3ccc(Cl)cc3)CS2)cc1
 : nt | -5% | -1% | -6% | -2% | 69%[activator] | -15% | ? | 0%
Cn1cnc2c(N3CCCCC3)nccc21
 : -3% | -2% | -15% | -11% | -2% | 26% | 55%[activator] | 8%[12.7 µM] | -13%
COC(=O)c1cc(S(=O)(=O)N2CCCC2=O)c(Cl)cc1Cl
 : -21% | 25% | -21% | 3% | -4% | -4% | 7% | 2% | -8%
O=Cc1sc(N2CCOCC2)nc1-c1ccccc1
 : -39% | 8% | 43% | nt | -6% | nt | 0% | -13% | nt
CCC(C(=O)NCc1ccc(OC)cc1)n1nc(C)n2c(cc3occc32)c1=O (centres undefined)
 : -7% | 2% | -15% | -14% | -3% | 41%[activator] | -15% | 10%[59 µM] | -1%
Cn1cccc1C(=O)NCc1ccccn1
 : -30% | 7% | nt | -7% | nt | 19% | nt | -2% | -10%
CC(NC(=O)Cc1ccc(NC2=NC3CS(=O)(=O)CC3S2)cc1)c1ccccc1 (centres undefined)
 : -7% | 17% | 0% | -2% | 2% | 34%[activator] | -7% | nt | -10%

Compound profiles, as listed above:
`Cn1cccc1C(=O)NCc1ccccn1` across the screens: BAZ2B block: -30%; APE1 inh: 7%; POLB inh: nt; POLH inh: -7%; BLM inh: nt; POLI inh: 19%; Anesthetic bind: nt; G9a inh: -2%; Pol kappa inh: -10%
`COC(=O)Nc1ccc(C)cc1NC(=O)OC` across the screens: BAZ2B block: -5%; APE1 inh: -3%; POLB inh: 1%; POLH inh: 2%; BLM inh: -4%; POLI inh: 39%[activator]; Anesthetic bind: -3%; G9a inh: -16%; Pol kappa inh: -1%

(list continues)
Each structure is followed by: BAZ2B block | APE1 inh | POLB inh | POLH inh | BLM inh | POLI inh | Anesthetic bind | G9a inh | Pol kappa inh
CC(C1CC2CCC1C2)n1c(COc2ccccc2F)nnc1SCC(N)=O (centres undefined)
 : -1% | -6% | 10% | -17% | -23% | -16% | ? | nt | -10%
COc1ccc(CN(CC(=O)NC2CCCC2)C(=O)CCC(=O)Nc2nccs2)cc1
 : -2% | 88%[activator] | -23% | -8% | -2% | 94%[activator] | 6% | -6%[12.7 µM] | -4%
O=C(N/N=C/c1cn(-c2ccccc2)nc1-c1cccnc1)c1ccc(F)cc1
 : -24% | -11% | 1% | -3% | -3% | -16% | -16% | 1% | 1%
CCOc1ccc(C(=O)c2cn(Cc3ccc(OC)cc3)c3cc(OC)c(OC)cc3c2=O)cc1
 : -1% | nt | 7% | -23% | -5% | 24% | ? | 0%[59 µM] | -5%
Fc1ccc(/C=N/Nc2nn[nH]n2)cc1
 : ? | 10% | 5% | -9% | -3% | -10% | 1% | 3% | -12%
CC(=O)c1c(-c2ccc(C)cc2)nc2c3ccccc3ccn12
 : -9% | 0% | 0% | -17% | -1% | 107%[activator] | -10% | 16% | -2%

Some of the compounds tested; rates above refer to the full screens.
